TrxR1 substrate: is turned over as a substrate by rat TrxR1. purified TrxR1 substrate turnover, NADPH consumption readout. Potency, µM (series often up to 114 µM), inactives show at the highest dose activity change, negative = substrate turnover. 0.01% of 390,000 active; note: potency is the fitted concentration of half-maximal effect; % is set by controls: 0 for no effect and ±100 for the full control effect; nearly all actives have a fitted effect of over 50% in size
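Rat TrxR1, dispensed at 90 nM, was prereduced with 400 uM NADPH (final) for 5 min at ~22 deg C, then incubated with compound 15 min before 400 uM selenite. A first-read NADPH fluorescence drop versus no-compound background flagged substrates.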
IDH1 R132H inh: blocks human mutant IDH1 R132H enzyme; AID 602179; Potency, µM (titrated, usually from 76.6 µM), inactives show at the highest dose activity change, negative = inhibition, usual class: inhibitors; 0.093% of 390,000 active; IDH1-R132H enzyme, NADPH consumption, diaphorase/resazurin fluorescence; O75874; note: potency is the fitted concentration of half-maximal effect; % is set by controls: 0 for no effect and ±100 for the full control effect; nearly all actives have a fitted effect of over 65% in size
Target sequence (O75874 whole entry R132H, stated change not applied): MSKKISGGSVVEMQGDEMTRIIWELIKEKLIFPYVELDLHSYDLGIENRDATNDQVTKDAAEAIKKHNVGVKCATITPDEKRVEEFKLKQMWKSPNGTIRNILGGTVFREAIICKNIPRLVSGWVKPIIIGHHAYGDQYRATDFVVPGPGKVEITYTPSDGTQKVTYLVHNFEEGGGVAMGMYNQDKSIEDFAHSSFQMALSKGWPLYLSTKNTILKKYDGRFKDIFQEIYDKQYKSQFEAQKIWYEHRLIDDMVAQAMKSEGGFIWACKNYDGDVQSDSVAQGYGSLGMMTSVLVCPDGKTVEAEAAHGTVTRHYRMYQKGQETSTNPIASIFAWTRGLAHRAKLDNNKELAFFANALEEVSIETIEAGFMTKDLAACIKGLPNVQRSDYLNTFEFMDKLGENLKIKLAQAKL
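IDH1-R132H (0.5 ug/mL) preincubated 30 min with compound, then NADPH (0.016 mM) and alpha-KG (2 mM) added; 80 min at RT, pH 7.5. Remaining NADPH coupled via diaphorase/resazurin to fluorescence (540/590 nm); concentration-response curves normalized to no-enzyme control.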
Vif-APOBEC3G blk: inhibitors of Vif-APOBEC3G interaction; HeLa A3G-eYFP + Vif (tagged APOBEC3G with the HIV-1 protein that degrades it), YFP fluorescence, overnight; 0.076% of 410,000 active; Potency, µM (top dose mostly 46.1 µM), without a hit: at the highest dose activity, negative = active, usual class: inhibitors;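 note: potency is the fitted concentration of half-maximal effect; % is set by controls: 0 for no effect and ±100 for the full control effect; nearly all actives have a fitted effect of over 60% in size; hits raise eYFP signal because A3G escapes Vif-driven loss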
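Read-out is eYFP fluorescence (Ex 488/Em 500-530) from Vif-expressing HeLa A3G-eYFP cells; more signal means A3G escaped Vif-mediated degradation. Cells plated overnight, compound pinned in, incubated overnight at 37 deg C.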
LDHA inh: LDHA (human) enzyme inhibition | P00338 | purified LDHA, NADH/diaphorase-resazurin fluorescence; hits give low values | activity change, % (values are at about 110 or 230 µM) | 0.15% of 480,000 active; in the data active = activity change below about -30%; inconclusive = mostly about -25% to -30%;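 note: plate controls were DMSO wells for no effect and wells without enzyme for full effect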
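Remaining NADH was detected by diaphorase (0.133 mg/mL) converting 37 µM resazurin to fluorescent resorufin, read at 0 and 20 minutes. The preceding 5-minute room-temperature reaction used 2 nM LDHA, 0.2 mM sodium pyruvate and 0.06 mM NADH at pH 7.4.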
RXFP1 ag: RXFP1 (human) receptor agonism | HEK293T-RXFP1 cAMP TR-FRET, 30 min; response scale: percent of porcine relaxin response, buffer zero | 0.3% of 370,000 active | Potency, µM (series often up to 57.5 µM), inactives show at the top dose activation, usual class: activators | Q9HBX9; note: potency is the fitted concentration of half-maximal effect; % is set by controls: 0 for no effect and ±100 for the full control effect; nearly all actives have a fitted effect of over 60% in size; many of its hits are not listed in these tables
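HEK293 cells stably expressing RXFP1, treated 30 min at 37C with compounds plus PDE4 inhibitor Ro 20174; cAMP measured by HTRF TR-FRET. Normalized to buffer and 29 nM porcine relaxin; EC50 by Hill fit.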
Vif-A3F inh: Vif-A3F binding inhibition; AID 602313; HeLa A3F-eYFP + Vif (tagged APOBEC3F with the HIV-1 protein that degrades it), YFP fluorescence increase; Potency, µM (doses to about 46.1 µM), inactives show at the top dose activity, negative = active; 0.2% of 390,000 active; note: potency is the fitted concentration of half-maximal effect; % of control where 0% means no effect; nearly all actives have a fitted effect of over 65% in size
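Fluorescence increase (Ex 488/Em 500-530) after overnight compound treatment at 37 deg C flags inhibition of Vif-driven A3F-eYFP loss in stable HeLa A3F-eYFP/Vif cells seeded overnight beforehand.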
PI4K2A inh: blocks human PI4K2A kinase activity. purified PI4K2A, ADP-Glo luminescence, 1 h; hits give low values. activity change, negative = inhibition, % at 76.9 µM. 0.13% of 420,000 active. AID 1346378; in the data active = activity change below about -50%; inconclusive = mostly about -30% to -49%;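 note: -100% = wells without enzyme as full effect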
Target sequence (Q9BTU6 whole entry, looked up): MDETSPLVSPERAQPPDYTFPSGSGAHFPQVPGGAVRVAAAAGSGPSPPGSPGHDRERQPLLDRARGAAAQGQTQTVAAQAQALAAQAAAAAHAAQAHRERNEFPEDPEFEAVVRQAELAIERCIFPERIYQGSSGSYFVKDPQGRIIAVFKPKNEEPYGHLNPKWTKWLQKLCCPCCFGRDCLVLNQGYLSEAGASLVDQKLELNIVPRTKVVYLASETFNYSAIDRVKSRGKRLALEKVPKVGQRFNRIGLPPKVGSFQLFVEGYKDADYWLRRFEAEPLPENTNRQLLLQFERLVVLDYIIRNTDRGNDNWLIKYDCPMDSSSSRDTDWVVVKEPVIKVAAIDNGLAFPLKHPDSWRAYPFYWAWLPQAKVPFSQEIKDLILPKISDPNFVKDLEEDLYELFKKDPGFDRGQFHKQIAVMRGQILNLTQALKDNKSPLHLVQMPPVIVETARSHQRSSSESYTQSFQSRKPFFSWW
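PI4K2A activity was measured by ADP-Glo luminescence: enzyme (4 ug/mL stock) and phosphatidylinositol (1.2 mM stock) in Tris pH 7.5/MgCl2/EGTA/Triton X-100 buffer were reacted with ATP (300 microM stock) for one hour at ambient temperature.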
Glioma ERSR ind: induces the endoplasmic reticulum stress response in human glioma cells; U87-MG GRP78 promoter luciferase reporter, 16 h; Potency, µM, for inactives: top-dose activation, most hits filed as activators; 0.02% of 420,000 active; note: potency is the fitted concentration of half-maximal effect; series mostly up to about 76 µM; % of control where 0% means no effect; nearly all actives have a fitted effect of over 35% in size
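Stably transfected U87-MG human glioma cells carrying a GRP78-based luminescent sensor were seeded at 1000 cells/well, pin-dosed with compounds and incubated 16 h. Luciferase reagent was then added, and end-point luminescence was read after 10 min at room temperature.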
USP1-UAF1 inh: inhibitors of human USP1/UAF1 deubiquitinase. O94782. recombinant USP1/UAF1, Ub-Rhodamine cleavage fluorescence. Potency, µM (highest dose often 57.1 µM), inactives show at the highest dose activity change, negative = inhibition, hits mostly inhibitors. 0.23% of 390,000 active; note: potency is the fitted concentration of half-maximal effect; % is set by controls: 0 for no effect and ±100 for the full control effect; nearly all actives have a fitted effect of over 60% in size; inactives centre near -12
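USP1/UAF1 complex (1 nM) preincubated 15 min at room temperature with compound, then Ub-Rho substrate (150 nM final) added. Kinetic fluorescence at 480/540 nm over 6 reads at 60 s intervals; 50 mM HEPES pH 7.8, 0.5 mM EDTA, 0.1 mg/ml BSA, 1 mM TCEP, 0.01% Tween-20.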
* hit, by the source's call; u = inconclusive; x = no result given; & = joins results of further samples; [ ] = remark or other dose. Unless noted, calls come from the whole dose curve; as a rule, active = well fitted curve in the direction sought with a large enough effect; inconclusive = small, poorly fitted or top-dose-only effect, or another doubt; inactive = no such curve, though single readings can be large; an effect the other way counts as inactive or inconclusive. These rows are one share of the data (hit frequency here may not be typical).

SMILES	TrxR1 substrate	IDH1 R132H inh	Vif-APOBEC3G blk	LDHA inh	RXFP1 ag	Vif-A3F inh	PI4K2A inh	Glioma ERSR ind	USP1-UAF1 inh
O=C(O)CN1C(=O)/C(=C\C(Br)=C\c2ccccc2)SC1=S	-13.8%	16.5%	u	14.7	0.0%	-12.9%	-6.8	-6.1%	-12.3%
COc1cc(/C=C/C(=O)Nc2cccnc2)cc(OC)c1OC	2.6%	14.0%	4.4%	-0.2	-1.6%	11.2%	1.9	4.2%	2.0%
CCCN(C(=O)CSc1nnc2ccccn12)C1CCS(=O)(=O)C1 (configuration not stated)	18.4%	-4.0%	2.5%	-4.2	2.4%	-14.7%	-0.1	-2.1%	-18.5%
CC(C)C(=O)NC(=S)Nc1ccc(S(=O)(=O)N(C)Cc2ccccc2)cc1	-8.8%[57.1 µM]	5.6%	-13.7%	1.7	2.1%	0.2%	0.2	-3.5%	-23.8%
O=[N+]([O-])c1cc(Cl)c(Cl)c(Cl)c1Cl	-1.5%	-0.1%	-3.3%	-2.1	-0.1%	-0.1%	3.6	-2.0%	6.5%
CCC12CN(C(=O)c3ccc(OC)cc3)CC(CC)(CN(C(=O)c3ccc(OC)cc3)C1)C2=O	-7.3%	1.5%	0.1%	-3.5	-1.5%	-3.9%	9.2	-1.2%	-5.6%
O=S(=O)(NCC(c1cccnc1)N1CCc2ccccc2C1)c1ccccc1 (configuration not stated)	-3.4%	0.1%	-7.0%	-3.1	-0.9%	-7.0%	1.2	-1.8%	-14.0%
CCN(CC)S(=O)(=O)c1ccc2c(c1)nc(SC(C)C(=O)NCC1CCCO1)n2CC (configuration not stated)	7.9%	9.9%	0.4%	-7.2	-0.5%	2.0%	-9.8	-5.6%	-3.4%
C/C(=N\O)C(C)(C)NC(=O)Nc1ccc(Cl)cc1	21.3%[57.1 µM]	3.2%	0.5%	-4.0	0.8%	-3.1%	-0.9	1.3%	-7.1%
Cc1cc2ccccc2cc1CN1CCCCC1	0.9%	9.8%	-3.3%	0.2	-1.1%	0.9%	-0.9	-0.8%	-22.3%

The last two records of the part before lead into the next.
SMILES	TrxR1 substrate	IDH1 R132H inh	Vif-APOBEC3G blk	LDHA inh	RXFP1 ag	Vif-A3F inh	PI4K2A inh	Glioma ERSR ind	USP1-UAF1 inh
C/C(=N\O)C(C)(C)NC(=O)Nc1ccc(Cl)cc1	21.3%[57.1 µM]	3.2%	0.5%	-4.0	0.8%	-3.1%	-0.9	1.3%	-7.1%
Cc1cc2ccccc2cc1CN1CCCCC1	0.9%	9.8%	-3.3%	0.2	-1.1%	0.9%	-0.9	-0.8%	-22.3%
O=C1COc2ccc(C(=O)COC(=O)CNC(=O)c3ccccc3)cc2N1	-3.7%	-10.2%	-6.8%	-4.0	-0.8%	4.6%	-1.3	-4.1%	-19.7%
CN1CCN(CCc2nc3cc(NC(=O)COc4ccc([N+](=O)[O-])cc4)ccc3n2C)CC1	2.3%	-6.7%	-0.2%	-0.7	3.4%	0.9%	-0.4	-4.8%	-11.5%
O=S(=O)(c1ccccc1F)N1CCN(c2nc(-c3cccs3)nc3ccccc23)CC1	4.4%&16.0%	x	2.4%	-8.2&-3.5&-2.6	x	x	x	-2.0%	x
Cc1c(CC(=O)O)c(=O)oc2cc(OCc3ccc(Br)cc3)ccc12	188.4%[activator][57.1 µM]	-0.4%	-0.5%	-13.3	2.5%	7.7%	3.4	5.5%	-5.7%
O=C(COc1ccc(F)cc1)Nc1cc(Cl)ccc1-n1cncn1	-8.2%	1.5%	-1.0%	-2.4	1.7%	-3.4%	0.9	-2.5%	-1.9%
Cc1cc(S(=O)(=O)Nc2ccc(O)c(Sc3nc4ccccc4s3)c2)ccc1Cl	5.9%	u	-1.2%	-3.3	-0.6%	6.4%	-1.0	-3.6%	-13.1%
COc1cc(/C=C(\NC(=O)c2ccccc2)C(=O)Nc2nccs2)ccc1OC(C)=O	1.2%	0.5%	-0.6%	-11.8	-3.2%	-0.7%	-0.1	-3.1%	-14.5%
O=C(OCC(=O)N1CCN(c2ccccc2)CC1)c1ccco1	7.3%	2.9%	0.3%	-0.6	-1.8%	1.2%	3.6	0.9%	-20.0%
CS(=O)(=O)N1CCN(c2ccccc2NC(=O)Nc2cccc(Cl)c2)CC1	-11.0%	-2.6%	-9.1%	0.4	-3.2%	-8.3%	-6.0	4.8%	-6.6%
COc1ccc(-n2c(SCc3cccnc3)nc3c(c2=O)SCC3)cc1OC	0.3%	-7.8%	-1.6%	-0.3	0.9%	0.1%	0.8	-3.4%	2.1%
CCN1C[C@@H]2[C@@H]3C(=O)N(Cc4ccccc4)C(=O)[C@@H]3[C@](CC)(C(=O)OC)N2C1=NC	8.4%	1.3%[38.3 µM]	1.6%	-2.7	x	-2.1%	-2.1	-2.6%	-21.5%
Cc1[nH]c2ccccc2c1CCN(Cc1cccnc1)C(=S)Nc1cccc(F)c1	-6.7%	-1.3%	3.9%	-7.9	0.3%	1.9%	-1.0	-2.8%	-7.7%
COc1ccccc1OCc1ccc(C(=O)Nc2ccc(C)c(C)c2)o1	-4.3%[57.1 µM]	-3.0%	-0.5%	-0.2	2.2%	-6.0%	2.1	-1.4%	-20.6%
CC(=O)NNC(=S)NC(=O)c1ccc(C)cc1	12.2%[57.1 µM]	-5.2%	2.3%	-4.4	0.0%	-18.9%	1.2	1.6%	-26.3%
COc1cc(NC(=O)C2CCCN2C(=O)C2CCC(C)CC2)cc(OC)c1OC (configuration not stated)	1.2%	9.0%	0.9%	3.3	0.1%	-1.6%	2.0	-6.9%	-23.0%
O=C1CSC(c2cccc(O)c2)N1Cc1ccccc1 (configuration not stated)	32.0%	2.3%	1.0%	0.6	-0.4%	0.1%	-0.2	-1.5%	-6.0%
CCOCCCn1c(SCC(=O)Nc2ccc(C(C)C)cc2)nc2c(sc3ccccc32)c1=O	-3.2%[57.1 µM]	8.0%	-0.4%	-2.0	0.2%	1.6%	-0.8	-3.6%	-1.2%
COc1ccnc(N2CCN(c3ccccc3)CC2)c1C#N	9.7%	-0.9%	0.1%	-0.9	3.0%	-0.4%	-7.6	6.0%	-10.3%
CCOC(=O)C1CCCN(CC(=O)Nc2nc(-c3ccccc3)cs2)C1 (configuration not stated)	-3.2%[57.1 µM]	8.1%	-0.9%	2.0	-0.2%	-1.9%	-4.2	-5.1%	-23.9%
Cc1c(C(=O)O)c(-c2ccccc2)nn1-c1ccccc1	-1.2%[57.1 µM]	1.9%	-4.8%	-3.2	-0.7%	3.3%	-11.6	-4.3%	-14.3%
Cc1ccc(CNc2ccc(O)cc2)cc1	u	8.0%	2.6%	19.8	2.1%	2.0%	u	u	u
CCCCOc1ccc(-c2ncc(C(=O)O)c(C)n2)cc1	6.4%[57.1 µM]	2.4%	0.9%	-1.6	0.2%	3.4%	4.7	-10.7%	-7.2%
Oc1ccc(Cl)cc1C(C#Cc1ccccc1)N1CCOCC1 (configuration not stated)	-5.8%	1.6%	0.3%	-1.2	1.6%	0.7%	0.6	-7.3%	-17.7%
Cc1ccc(CN2CC(N3CCN(C)CC3)CS2(=O)=O)cc1 (configuration not stated)	x	x	1.4%	-7.8	x	x	0.1	-3.6%	x
Cc1ccc(NS(=O)(=O)c2cccc(C(=O)N/N=C/c3ccc4c(c3)OCCO4)c2)c(C)c1	39.7%[activator]	1.9%	-1.6%	-6.7	-0.1%	3.6%	8.1	-0.2%	-11.5%
Cc1cccc(N2CCN(C(c3cccs3)c3nnnn3C(C)(C)C)CC2)c1C (configuration not stated)	-0.8%	0.9%	-1.0%	2.8	-0.5%	-10.6%	-2.6	-1.0%	-14.3%
C/C(CC(=O)Nc1ccc(Cl)cc1Cl)=N\NC(=O)c1cnccn1	1.2%	-6.3%	-9.1%	-0.3	4.2%	-1.7%	0.8	-6.3%	-12.7%
CCOc1ccc(NC(=O)COC(=O)c2ccc(S(=O)(=O)N3CCOCC3)cc2)cc1	3.6%	-1.2%	0.6%	-1.6	x	6.3%	-0.4	-3.5%	-23.6%
Cc1ccc(N2CC(C(=O)N3CCN(C(=O)c4ccco4)CC3)CC2=O)cc1 (configuration not stated)	1.2%	0.6%	1.6%	-7.3	2.1%	-10.4%	-1.2	-3.3%	6.8%
CC(=O)c1ccccc1OCC(O)Cn1c(CO)nc2ccccc21 (configuration not stated)	1.6%	-2.3%	-0.3%	-7.7	-2.0%	12.5%	5.1	-0.8%	-11.0%
C[C@@H]1COC(=O)[C@H](NC(=O)OCC2c3ccccc3-c3ccccc32)C/C=C\C[C@@H](CC(=O)N(CCO)Cc2ccccc2)C(=O)N1	13.1%	-0.7%	-1.1%	0.9	x	6.3%	-0.9	-0.7%	u
CCCCNC(=O)CCn1c(=O)c2cccn2c2ccc(F)cc21	-2.2%&3.4%	0.0%&-0.3%	1.0%&1.0%	-2.6&-15.7	-0.8%&-0.9%	5.7%&1.3%	5.9&0.5	-1.1%&-3.6%	-16.3%&-6.3%
Cc1ccc(C)c(OCc2nnc(NC(=O)c3ccco3)s2)c1	1.3%	2.5%	-4.6%	-6.4	-0.5%	6.5%	11.5	0.9%	-23.5%
CCOc1cc(CNC(=O)c2ccc3nc(CCc4ccccc4)oc3c2)ccc1OC	5.0%[57.1 µM]	-14.0%	-1.7%	-0.8	2.0%	-1.8%	-2.2	-3.7%	-3.0%
